Screens: PubChem, Johns Hopkins Ion Channel Center
TRPC6 activator: mouse TRPC6 channel activation; Q61143; HEK293-TRPC6 membrane potential dye fluorescence; hits give high values; B-score at 10 µM; 0.13% of 310,000 active; AID 2550;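 active = B-score of the integrated fluorescence ratio above library mean plus 3 SD, and starting fluorescence ratio within library mean plus 5 SD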;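 also: higher score means more depolarization so channel activation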
ANO1 block: inhibitors of mouse TMEM16A calcium-activated chloride channel; Q8BHY3; HEK293 TMEM16A/YFP iodide influx fluorescence, ionomycin; normalized B-score (activity score, 25-100; higher = stronger inhibition) at 10 µM; 1.2% of 310,000 active;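 active = ratio plate-corrected score three or more library SD toward inhibition, starting fluorescence score within five deviations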;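 also: score derived from kinetic fluorescence span divided by baseline fluorescence per well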
TRPC6 inhibitor: inhibitors of mouse TRPC6 channel. Q61143. HEK293-TRPC6, membrane potential dye, ACh-evoked depolarization; hits give low values. B-score at 10 µM. 1.1% of 310,000 active;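 active = B-score under library mean minus 3 SD, initial fluorescence not abnormally high, positive integrated signal ratio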;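 also: B-score derived from integrated fluorescence ratio over the kinetic read; more negative B-score means stronger inhibition of depolarization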
TRPC4 block: TRPC4 (mouse) channel inhibition | HEK293 TRPC4beta/mu-opioid, DAMGO-evoked Fluo4 calcium flux; hits give low values | 0.39% of 300,000 active | B-score at 10 µM | Q9QUQ5;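 active = B-score over 3 SD under the library average, no early fluorescence shift, positive overall ratio signal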
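Signal: kinetic Fluo4 fluorescence imaging of calcium influx. Material: stable TRPC4beta/mu-opioid receptor HEK293 cells. Probe or stimulus: DAMGO in two steps, submaximal then maximal.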
MrgX1 PAM: allosterically activates human MrgX1 receptor signaling; MrgX1-HEK293, Fluo-4 calcium flux, FDSS; hits give high values; B-score at 10 µM; 0.63% of 310,000 active;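 active = plate-corrected calcium response at least 3 library SD above typical, normal starting fluorescence, not activating the receptor alone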;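 also: compound read alongside a low EC10 to EC30 dose of BAM8-22 agonist; peak minus trough fluorescence over baseline measured at the second addition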
Target sequence (Q96LB2 whole entry, looked up): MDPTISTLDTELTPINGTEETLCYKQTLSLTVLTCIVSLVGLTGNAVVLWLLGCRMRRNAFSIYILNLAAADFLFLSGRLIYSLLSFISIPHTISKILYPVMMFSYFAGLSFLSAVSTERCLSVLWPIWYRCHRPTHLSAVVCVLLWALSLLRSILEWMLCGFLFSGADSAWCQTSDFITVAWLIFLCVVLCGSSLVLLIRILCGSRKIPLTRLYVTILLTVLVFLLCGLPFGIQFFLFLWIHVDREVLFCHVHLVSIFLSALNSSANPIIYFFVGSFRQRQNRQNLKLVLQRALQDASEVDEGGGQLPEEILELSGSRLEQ
MrgX1 ag: human MrgX1 receptor agonism, primary screen. MrgX1-HEK293 cells, Fluo-4 calcium fluorescence, agonist mode; hits give high values. Q96LB2. AID 588627. B-score at 10 µM. 0.44% of 310,000 active;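 active = calcium response B-score plate-corrected fluorescence ratio at least 3 library SD, with starting fluorescence B-score inside 5 SD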
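Test system: Stable human MrgX1 HEK293 cell line | Schedule: Overnight plating before 1 h dye loading | Read-out basis: Baseline-normalised fluorescence change ratio, B-scored | Detection: Kinetic calcium dye fluorescence, Fluo-4 NW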
TRPC4 act: opens the mouse TRPC4 cation channel; B-score at 10 µM; AID 2237; HEK293 TRPC4beta/mu-opioid, Fluo4 calcium fluorescence; hits give high values; Q9QUQ5; 0.49% of 310,000 active;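 active = B-score above 5 SD of library B-scores, and initial fluorescence ratio not above library mean plus 5 SD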;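 also: positive B-score marks a calcium rise read as TRPC4 activation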
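Test system: HEK293 cells stably co-expressing mouse TRPC4beta and mu-opioid receptor | Schedule: Fluo4 dye loading 45 min at room temperature, 110 s recording | Measured by: Kinetic Fluo4 calcium fluorescence, 5 s baseline at 1 Hz | Evaluation: B score of integrated ratio | Controls: Buffer (low) and maximal DAMGO (high)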
MrgX1 antag: human MrgX1 receptor antagonism, primary screen. B-score at 10 µM. 1.3% of 310,000 active. AID 588676. Q96LB2. MRGX1-HEK293 calcium flux, Fluo-4, BAM8-22 antagonism; hits give low values;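 active = calcium-response B-score plate-corrected more than 3 library SD below zero, starting fluorescence within 5 deviations, no agonist response on first addition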;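 also: peak minus trough fluorescence over baseline after final BAM8-22 challenge near maximal dose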
TRPC4 PAM: TRPC4 (mouse) allosteric potentiation; Q9QUQ5; HEK293 TRPC4beta/mu-opioid, DAMGO EC20, Fluo-4 Ca2+ flux; hits give high values; B-score at 10 µM; 0.42% of 310,000 active;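 active = B-score of calcium response area above 5 SD of library B-scores, with initial fluorescence ratio within 5 SD of library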;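 also: B-score of integrated fluorescence ratio over time as area under calcium response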
TMEM16A act: activates or potentiates the mouse TMEM16A chloride channel | 0.3% of 340,000 active | HEK293 TMEM16A/YFP-H148Q/I152L, iodide quench fluorescence; hits give low values | AID 623877 | B-score at 10 µM | Q8BHY3;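 active = fluorescence-ratio B-score plate-corrected deviation score at least 3 library SD below zero, with starting fluorescence score within 5 deviations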;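 also: channel opened by trigger with iodide after compound preincubation; score built on the fluorescence ratio of max minus min over baseline; more negative score means more quench and so TMEM16A activation or potentiation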
RGS4 inh: inhibitors of human RGS4; HEK293 M3R/RGS4 inducible, Fluo-4 calcium flux; hits give high values; triggered by carbachol at its EC20; B-score at 10 µM; 0.45% of 310,000 active;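 active = B-score, a plate-corrected calcium signal, over three deviations above library mean, with baseline fluorescence within five deviations of library mean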;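 also: RGS4 expression induced by doxycycline in cells with stable M3 receptor; B-score is computed from the integrated fluorescence ratio over baseline after carbachol; higher B-score means a larger calcium signal and so more RGS4 inhibition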
Target sequence (P49798 whole entry, looked up): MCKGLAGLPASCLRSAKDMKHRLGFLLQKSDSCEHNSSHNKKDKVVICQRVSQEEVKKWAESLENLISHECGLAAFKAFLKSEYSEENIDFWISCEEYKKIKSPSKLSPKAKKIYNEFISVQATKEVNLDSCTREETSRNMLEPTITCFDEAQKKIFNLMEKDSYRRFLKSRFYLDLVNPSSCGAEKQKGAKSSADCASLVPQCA
Numbers without * were called inactive; i = inactive; nt = not tested or not shown.

Values in the order – TRPC6 activator	ANO1 block	TRPC6 inhibitor	TRPC4 block	MrgX1 PAM	MrgX1 ag	TRPC4 act	MrgX1 antag	TRPC4 PAM	TMEM16A act	RGS4 inh
CCOC(=O)c1c(C)[nH]c(C(=O)OCC(=O)NC2CCS(=O)(=O)C2)c1C (configuration not stated)
  i	i	i	i	i	i	i	i	i	i	i
COC(=O)c1ccc(CN2CCN(C(C)C)C(CCO)C2)cc1 (configuration not stated)
  i	i	i	i	i	i	i	i	i	i	i
O=C1CN(S(=O)(=O)c2ccccc2)CCN1S(=O)(=O)c1ccccc1
  i	i	i	i	i	i	i	i	i	i	i
Cc1cnc(NC(=O)CSc2nnc(-c3ccc(Cl)cc3Cl)n2N)s1
  nt	i	nt	nt	i	i	nt	i	nt	i	nt
OC(CNC1CCCCC1)COCCOc1ccc(Br)cc1 (configuration not stated)
  i	i	i	i	i	i	i	-9.2*	i	i	i
O=C(CN1CCCC1)Nc1sc2c(c1C(=O)Nc1ccccc1)CCCC2
  i	i	i	i	i	i	i	i	i	i	i
CCCCOc1ccccc1C(=O)NCC(=O)O
  i	i	i	i	i	i	i	i	i	i	i
COc1ccccc1NC(=O)CCc1nc2ccccc2s1
  i	i	i	i	i	i	i	i	i	i	i
Cc1ccc(NC(=O)NC2=N/C(=C(/C#N)C(=O)N3CCCC3)c3ccccc32)cc1
  i	i	i	i	i	i	i	i	i	i	i
COc1cccc(C(C(=O)NC2CCCC2)N(C(=O)c2ccco2)c2cccc(C(C)=O)c2)c1OC (configuration not stated)
  i	i	i	i	i	i	i	i	i	i	i
Cc1ccc(NC(=O)CNC(=O)c2cccs2)c(O)c1
  i	i	i	i	i	i	i	i	i	i	i
COCC1CCN(C(=O)CC2C(=O)NCCN2Cc2cccc(Oc3ccccc3)c2)CC1 (configuration not stated)
  i	i	i	i	i	i	i	i	i	i	i
CC1CCCCC1NC(=O)c1cncc(Br)c1 (configuration not stated)
  i	i	i	i	i	i	i	i	i	i	i
CC(C)C1C(C#N)=C(N)Oc2n[nH]c(-c3ccc4ccccc4c3)c21 (configuration not stated)
  i	i	i	i	i	i	i	i	i	i	i
CSc1cccc(NS(=O)(=O)c2ccc(F)cc2)c1
  i	i	i	i	i	i	i	i	i	i	i
Cc1ccnc(NC(=O)CCC(=O)N(CC(=O)NC2CCCCC2)CC2CCCO2)c1 (configuration not stated)
  i	i	i	i	i	i	i	i	i	i	i
O=C(/C=C/c1cccc([N+](=O)[O-])c1)NCCSCc1c(Cl)cccc1Cl
  i	i	i	i	i	i	i	i	i	i	i
Cc1ccccc1N/N=C/c1c(C)nc2ccccn12
  i	i	i	i	8.5*	i	i	i	i	i	i
COc1ccccc1NC(=O)c1cc2cc(Br)ccc2oc1=N
  i	i	i	i	i	i	i	i	i	i	i
Cc1ccc(N2C(=O)CC(N(O)C3CC(=O)N(c4ccc(C)cc4)C3=O)C2=O)cc1 (configuration not stated)
  i	i	i	i	i	i	i	i	i	i	i
CCOc1ccc(N2C(=O)CC(Sc3nc(CC(C)C)ccc3C#N)C2=O)cc1 (configuration not stated)
  i	i	i	i	i	i	i	i	i	i	i
CC(=O)Nc1cccc(Oc2cnc3ccccc3n2)c1
  i	i	i	i	i	i	i	i	i	i	i
CS(=O)(=O)N(CC(=O)N1CCN(c2ccccc2)CC1)c1ccccc1Cl
  i	i	i	i	i	i	i	i	i	i	i
Cc1cc(C)c(NC(=O)C2c3ccccc3Oc3ccccc32)c(C)c1
  i	i	i	i	i	i	i	i	i	i	i
COc1ccc(Cn2c(N)c(S(=O)(=O)c3cccs3)c3nc4ccccc4nc32)cc1
  i	i	i	i	i	i	i	i	i	i	i
O=C(Nc1c2n(c(=S)n(-c3ccccc3)c1=O)CCCCC2)c1ccccc1
  i	i	i	i	i	i	i	i	i	i	i
COC(=O)[C@H](CCSC)NC(=O)N1CCN(Cc2ccccc2)CC1
  i	i	i	i	i	i	i	i	i	i	i
CCC(NC(=O)c1ccccc1O)c1ccccc1 (configuration not stated)
  i	i	i	i	i	i	i	i	i	i	i
CCCCn1c(O)c(N=NC(=O)c2ccco2)c2ccccc21
  i	i	i	i	i	i	i	i	i	i	i
COc1cc(/C=N/n2c(C)n[nH]c2=S)ccc1OCc1ccc(F)cc1
  i	i	i	i	i	i	i	i	i	i	i
Cc1ccc(NC(=O)c2ccc(NCCCN3CCC(C)CC3)c([N+](=O)[O-])c2)c(C)c1
  i	i	i	i	i	i	i	i	i	i	i
Cc1ccccc1-c1nnc(SCC(=O)Nc2cccc(C)c2C)o1
  i	i	i	i	i	i	i	i	i	i	i
Cc1cc(C(=O)N/N=C/c2ccc(Br)o2)n[nH]1
  i	i	i	i	i	i	i	i	i	i	i
CN(C(=O)c1ccoc1)c1ccc2ccccc2c1
  i	i	i	i	i	i	i	i	i	i	i
COc1ccc(N(C)S(=O)(=O)c2cccc(C(=O)NC3CCCC(C)C3C)c2)cc1 (configuration not stated)
  i	i	i	i	i	i	i	i	i	i	i
CCO[C@H]1OC(C(=O)N2CCN(Cc3ccc4c(c3)OCO4)CC2)=C[C@@H](c2cn(C(C)=O)c3ccccc23)[C@@H]1CCCO
  i	i	i	i	i	i	i	i	i	i	i
O=C(COc1ccc([N+](=O)[O-])cc1)NCCc1nc2ccccc2[nH]1
  i	i	i	i	i	i	i	i	i	i	i
Cc1cc(S(=O)(=O)c2cc3ccc(O)c(C)c3oc2=O)ccc1F
  i	i	i	i	i	i	i	i	i	i	i
O=C1c2ccccc2C2(c3ccccc3)NCCN12 (configuration not stated)
  i	i	i	i	i	i	i	i	i	i	i
Cc1ccc(C(=O)OCC2OC3OC(C)(C)OC3C2O)cc1 (configuration not stated)
  i	i	i	i	i	i	i	i	i	i	i
O=C(CSc1nnnn1-c1cccc(O)c1)NC1CC1
  i	i	i	i	i	i	i	i	i	i	i
CC(C)CC(=O)NN(C)c1nc(-c2ccccc2)nnc1C(F)(F)F
  i	i	i	i	i	i	i	i	i	i	i
O=C(CCC(=O)OCC(=O)c1ccc(-c2ccccc2)cc1)Nc1cccc2cccnc12
  i	i	i	i	i	i	i	i	i	i	i
CC(=O)Nc1nonc1NC(=O)CSC1=NCCS1
  i	i	i	i	i	i	i	i	i	i	i
COc1ccccc1-n1cnnc1SCC(=O)Nc1nc(C)c(Cl)cc1Cl
  i	i	i	i	i	i	i	i	i	i	i
NC(=S)NNC(=O)c1cccc(Cl)c1
  i	i	i	i	i	i	i	i	i	i	i
O=C(NCc1ccco1)c1sc2ccccc2c1Cl
  i	i	i	i	i	i	i	i	i	i	i
CC(NC(=O)/C(C#N)=C1\N=C(NC(=O)c2ccco2)c2ccccc21)c1ccccc1 (configuration not stated)
  i	i	i	i	i	i	i	i	i	i	i
CC(O)c1cccc(N=Cc2ccc3ccccc3c2O)c1 (configuration not stated)
  i	i	i	i	i	i	i	i	i	i	i
COc1ccc(N2CCN(CC(O)COCCOc3ccc(Br)cc3)CC2)cc1 (configuration not stated)
  i	i	i	i	i	i	i	i	i	i	i
Fc1ccccc1N=C1NN=C(c2ccccc2)CS1
  i	i	i	i	i	i	i	i	i	i	i
CCC(=O)NNC(=O)c1c(O)c2ccccc2[nH]c1=O
  i	i	i	i	i	i	i	i	i	i	i
COc1ccc(C2=NN(C(=O)CCC(=O)O)C(c3ccccc3F)C2)cc1 (configuration not stated)
  i	i	i	i	i	i	i	i	i	i	i
CC1(C)Cn2c(nc(=O)c3c2NCN(CCc2ccccc2)C3)S1
  i	i	i	i	i	i	i	i	i	i	i
O=C(Nc1ccccc1C(=O)O)c1ccc2ccccc2n1
  i	i	i	i	i	i	i	i	i	i	i
O=c1c2c(nc3c(-c4ccc(Cl)cc4)c[nH]n13)CCC2
  i	i	i	i	i	i	i	i	i	i	i
COc1ccc(C(=O)Nc2cc(C)nn2-c2cccc(F)c2)cc1
  i	i	i	i	i	i	i	i	i	i	i
Cc1cccc(C)c1-n1c(C)nn(CCOc2ccccc2)c1=O
  i	i	i	i	i	i	i	i	i	i	i
Cc1ccc(C)c(Cc2c(C)nc3c(C(=O)NCc4ccc5c(c4)OCO5)cnn3c2C)c1
  i	i	i	i	i	i	i	i	i	nt	i
Cc1ccc(S(=O)(=O)NCC(=O)Nc2cccc([N+](=O)[O-])c2)cc1
  i	i	i	i	i	i	i	i	i	i	i

Following part.
Values in the order – TRPC6 activator	ANO1 block	TRPC6 inhibitor	TRPC4 block	MrgX1 PAM	MrgX1 ag	TRPC4 act	MrgX1 antag	TRPC4 PAM	TMEM16A act	RGS4 inh
COc1ccc(/C=C/C(=O)c2ccc(OC)cc2OC)c(OC)c1
  i	i	i	i	i	i	i	i	i	i	i
COc1cc(Cl)ccc1S(=O)(=O)n1nc(C)cc1C
  i	i	i	i	i	i	i	i	i	i	i
Cc1ccc(SCCC(=O)NC2CC2)cc1
  i	i	i	i	i	i	i	i	i	i	i
O=C(Nc1cc(C(F)(F)F)ccc1-n1cncn1)C1CC1
  i	i	i	i	i	i	i	i	i	i	i
O=C(NC1CCN(Cc2ccccc2)CC1)c1ccccc1OCc1ccccc1Cl
  i	i	i	i	10*	i	i	i	i	i	i
COc1cc2c(cc1OC)CN(c1ncccc1[N+](=O)[O-])CC2
  i	i	i	i	i	i	i	i	i	i	i
COc1ccccc1C1(CCNC(C)c2cccs2)CCOC(C(C)C)C1 (configuration not stated)
  i	i	i	i	i	i	77*	i	i	i	i
CC1(C)CC(=O)N(c2cccc(C(F)(F)F)c2)C(=O)C1
  i	i	i	i	i	i	i	i	i	i	i
CC1CN=C(N(C(=O)Nc2ccccc2)c2ccc(F)cc2)S1 (configuration not stated)
  i	i	i	i	i	i	i	i	i	i	i
